# Screening data: PubChem, Sanford-Burnham Center for Chemical Genomics
# ATG4B inh: blocks human ATG4B protease cleavage of LC3 substrate. AID 504462. inhibition, % at 8.33 µM. 0.51% of 340,000 active. ATG4B cleavage of LC3-PLA2, NBD-HPC fluorescence, 1 h; in the data active = inhibition above about 40%
# SENP8 inh: SENP8 (human) protease inhibition; 0.64% of 360,000 active; inhibition, % at 20 µM; Q96LD8; recombinant SENP8, Nedd8 substrate fluorescence; in the data active = inhibition mostly above about 40%, no sharp cut-off; inactive = mostly below about 27%
# Target sequence (Q96LD8 whole entry, looked up): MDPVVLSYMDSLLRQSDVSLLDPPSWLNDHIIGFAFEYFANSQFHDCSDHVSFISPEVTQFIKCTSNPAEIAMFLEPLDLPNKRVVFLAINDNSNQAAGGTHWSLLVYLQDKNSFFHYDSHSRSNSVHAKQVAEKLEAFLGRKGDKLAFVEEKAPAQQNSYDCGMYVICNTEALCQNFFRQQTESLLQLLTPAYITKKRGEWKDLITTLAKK
# HKDC1 inh: inhibitors of human hexokinase HKDC1 | Q2TB90 | recombinant HKDC1, G6PDH/diaphorase resazurin coupled fluorescence | inhibition, % at 20 µM | 0.16% of 340,000 active | AID 493160;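 active = inhibition above about 35% when tested at 20 µM, limit read from the data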;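 note: plate controls were DMSO wells with enzyme for no effect and DMSO wells lacking enzyme for full effect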
#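 Assay system: recombinant HKDC1 hexokinase; detection: coupled resazurin fluorescence, excitation 525 nm, emission 613 nm; benchmarks: DMSO-plus-enzyme-mix negative control, buffer-substituted positive control; compound dosing: single 20 µM dose; schedule: 90 min at room temperature in dark; also added: glucose plus 1 mM ATP as hexokinase substrates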
# MPTP inh: permeability transition pore inhibition | AID 602449 | 1.4% of 360,000 active | inhibition, % at 10 µM | isolated mouse mitochondria, Ca2+ swelling absorbance, 30 min;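 active = inhibition of 50% or more, scaled per plate between neutral and stimulator controls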;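 note: 0% = DMSO wells given calcium and 100% = 1 mM EGTA wells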
# SENP6 inh: blocks the human protease SENP6; Q9GZR1; inhibition, % at 10 µM; 1.8% of 330,000 active; Recombinant SENP6 catalytic domain, aminoluciferin luminescence;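 active = inhibition above about 50% at the single tested dose, limit read from the data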;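 note: plate controls were DMSO wells with enzyme for no effect and DMSO wells lacking enzyme for full effect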
# Target sequence (Q9GZR1 628-1112 limits assumed): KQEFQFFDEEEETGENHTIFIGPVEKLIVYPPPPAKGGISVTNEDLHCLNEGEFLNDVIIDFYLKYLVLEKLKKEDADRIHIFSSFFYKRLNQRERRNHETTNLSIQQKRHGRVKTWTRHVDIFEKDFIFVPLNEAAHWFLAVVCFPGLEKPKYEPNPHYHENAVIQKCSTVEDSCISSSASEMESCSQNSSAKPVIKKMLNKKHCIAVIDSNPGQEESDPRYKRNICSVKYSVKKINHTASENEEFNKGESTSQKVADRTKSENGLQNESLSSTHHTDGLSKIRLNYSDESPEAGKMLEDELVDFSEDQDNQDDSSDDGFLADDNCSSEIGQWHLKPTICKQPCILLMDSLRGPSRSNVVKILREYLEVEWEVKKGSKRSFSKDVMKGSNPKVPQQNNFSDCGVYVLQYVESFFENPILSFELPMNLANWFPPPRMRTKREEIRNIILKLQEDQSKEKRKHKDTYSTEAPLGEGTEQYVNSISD
# SENP7 block: SENP7 protease inhibition; Q9BQF6; recombinant SENP7, Z-RLRGG-aminoluciferin luminescence, 40 min; inhibition, % at 5 µM; 1.5% of 330,000 active;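 active = inhibition above about 50% at the single test dose, limit read from the data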;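 note: plate controls were DMSO with enzyme for no effect and no enzyme buffer wells for full effect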
# Target sequence (Q9BQF6 706-1050 limits assumed): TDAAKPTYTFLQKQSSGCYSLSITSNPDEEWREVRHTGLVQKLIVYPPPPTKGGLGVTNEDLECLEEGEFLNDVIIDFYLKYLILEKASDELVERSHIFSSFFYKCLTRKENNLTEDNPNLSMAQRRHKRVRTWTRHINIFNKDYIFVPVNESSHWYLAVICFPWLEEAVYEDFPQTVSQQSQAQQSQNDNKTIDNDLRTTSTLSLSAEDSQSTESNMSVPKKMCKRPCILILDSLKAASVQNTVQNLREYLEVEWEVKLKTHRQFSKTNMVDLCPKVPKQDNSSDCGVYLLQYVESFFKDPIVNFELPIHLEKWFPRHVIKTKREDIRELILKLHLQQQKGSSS
# NR3A LBD binder: modulators (binders) of human NR3A ligand-binding domain; AID 1259313; NR3A LBD differential scanning fluorimetry, Tm shift; 0% = protein alone, 100% = glycine-bound protein; Tm shift relative to glycine control, % at 25 µM; 2.5% of 340,000 active;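 active = melting temperature shift of at least 10% of the positive control shift, at one fixed dose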
# PfGluPho inh: PfG6PD (Plasmodium falciparum) enzyme inhibition | PfGluPho enzyme, NADPH resazurin-diaphorase fluorescence | inhibition, % at 20 µM | 0.78% of 350,000 active | AID 504690;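 active = inhibition reaching at least a set limit at 20 µM in the primary screen, cut at about 59% in these data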;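 note: 0% = DMSO wells with substrate and 100% = DMSO wells lacking glucose-6-phosphate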
# The depositor's hits bear a star; i = inactive; x = no result given.
SMILES,ATG4B inh,SENP8 inh,HKDC1 inh,MPTP inh,SENP6 inh,SENP7 block,NR3A LBD binder,PfGluPho inh
CCCc1nnc(SCC(=O)Nc2ccc3c(c2)OCCO3)n1CCOC,-2,17,-8,0.0,-16,-5,1,-5
Cc1ccc(S(=O)(=O)N(C)c2cc(S(=O)(=O)Nc3ccncc3)c(C)cc2C)cc1,0,7,-5,0.9,-18,2,-1,-6
CC(=O)N1CCc2c(sc(NC(=O)CCS(=O)(=O)c3ccc(C)cc3)c2C(N)=O)C1,-4,-120,-3,0.0,-5,0,-1,20
Cc1ccc(C)n1-c1ccc(C(=O)NCc2ccncc2)cc1,-2,8,-2,0.5,-10,-5,2,5
CN(CCOc1ccccc1)C(=O)c1ccc2c(=O)n3c(nc2c1)CCC3,0,-119,-6,-1.2,-17,2,2,-10
COc1ccc(C(=O)NC(=S)Nc2cccc3nc(C)ccc23)cc1OC,-6,7,5,15,-2,3,-2,6
O=C(CN1CCC2(CC1)OCCO2)c1c[nH]c2ccccc12,-6,x,-1,x,1,3,1,6
O=c1oc(CCCO)cc2ccc(Br)cc12,0,6,-3,-0.7,0,-2,2,8
CCOc1ccc2[nH]c(=O)c(CN(CCc3ccccc3)C(=O)c3cnccn3)cc2c1,-17,-254,-6,-0.2,-8,-3,-1,7
Nc1c(C(=O)c2ccccc2)sc(Nc2ccccc2)c1S(=O)(=O)c1ccccc1,-8,7,3,2.2,-7,7,1,-4
O=C1[C@@H]2C(c3ccccc3Cl)=NO[C@@H]2C(=O)N1Cc1ccccc1,-9,16,1,-2.9,-12,2,0,2
CCCN(CCC)CCN1C(=O)C2C(C(=O)Nc3ccc(C)cc3)C3C=CC2(O3)C1C(=O)NC1CCCCC1 (stereo not drawn),2,8,-6,-0.5,-18,2,0,-19
COc1ccc(-c2noc(CCC(=O)Nc3nc4ccccc4s3)n2)cc1,-2,x,-3,x,-13,1,-1,-20
CCCOc1ccc2ccccc2c1/C=N/n1cnnc1,1,5,-4,-0.3,-9,3,-3,14
Cc1ccccc1CN1C(=O)CSc2ccc(C(=O)N3CCOCC3)cc21,-5,20,-3,-0.2,-8,14,1,-5
CC(=O)N/C(=C\c1ccccc1)C(=O)Nc1ccc(O)cc1,-13,7,4,0.2,-17,-13,-1,15
CC(=O)c1ccc(OCC(=O)NC(=O)NC2CCCCC2)cc1,-8,10,-4,1.6,0,10,-2,-2
Fc1ccc(-n2nnc(-c3ccccc3Br)n2)cc1,5,5,-2,-1.5,0,1,0,27
O=C(NNC(=S)Nc1ccccc1)c1ccc(O)cc1,5,20,-4,-0.4,-10,-2,-6,-4
Cc1ccc(C(=O)NCC(=O)NCc2ccc(Cl)cc2)s1,0,12,-8,-0.9,-2,2,1,3
O=c1[nH]ncc(N/N=C\c2cccs2)c1Cl,-2,-186,-1,0.5,-5,3,-2,8
Nc1cc(S(=O)(=O)c2ccc(O)c(N)c2)ccc1O,-7,15,0,2.4,4,1,-2,-1
COC(OC)c1ccnc(-c2ccc(OC(=O)c3ccccc3)cc2)n1,10,8,-12,2.2,-2,0,1,9
CN(C)CC(=O)Nc1ccc2cn[nH]c2c1,-6,2,-15,2.8,-8,-6,-1,6
Nc1nonc1-c1noc(-c2ccccc2Br)n1,-10,21,3,1.4,39,8,-31,-4
COc1ccc(NC(=O)Nc2ccccc2F)c([N+](=O)[O-])c1,-10,13,-7,1.8,-1,10,-1,-11
COc1ccccc1N(Cc1ccccc1)S(=O)(=O)c1cccc(C(=O)Nc2ccc(C)cn2)c1,5,-1,-3,-0.3,-19,6,1,12
O=C(O)c1[nH]nc2c1COc1ccccc1-2,2,15,-9,0.8,-9,10,-1,0
Cc1cccc(C(=O)Nc2nnc(S(=O)(=O)N3CCC(C)CC3)s2)c1,4,-119,1,6.7,7,-1,-7,70*
CCCN(C(=O)COc1ccc(C(C)=O)cc1OC)C1CCS(=O)(=O)C1 (stereo not drawn),8,3,-5,-0.3,-9,3,1,-1
Cn1c(=O)c2c(nc(NCCc3ccccc3)n2CC(=O)NCCc2ccccc2)n(C)c1=O,-7,32,-6,-1.3,-19,-5,0,-7
COCCn1c(=NC(=O)CSCC(=O)NC2CCCCC2)sc2cc(OC)ccc21,-3,-215,-2,2.6,0,-7,2,-4
Cc1cc(C)n2nc(C(=O)N3CCCC(CNS(=O)(=O)c4cccs4)C3)cc2n1 (stereo not drawn),1,-201,-10,-1.4,-2,2,3,-8
Cc1c(C(=O)N2CCCC2)c(S(=O)(=O)Nc2ccccc2)c(C)n1C,0,10,0,-1.0,4,-3,-3,-5
COc1ccc(CN2CCCC(C(=O)N3CCCCC3)C2)cc1 (stereo not drawn),-7,14,2,-0.4,-28,-8,0,1
O=C(NCC1(c2ccccc2)CCCC1)c1cccc(Br)c1,21,11,8,2.1,-19,-6,-4,28
NC(=O)CCC1NC(=S)N(Cc2ccccc2)C1=O (stereo not drawn),-3,27,-14,-0.6,-6,8,1,-10
O=C(Cn1cnc2ccccc21)Nc1cccc(S(=O)(=O)N2CCCC2)c1,-3,21,3,30,-7,-12,0,-4
CCN(c1ccccc1)S(=O)(=O)c1c(C)noc1C,4,-4,-4,-0.5,1,-9,2,-23
COc1cccc(-c2nnc(SCC(=O)Nc3ccc(OC)c(OC)c3)n2N)c1,-1,12,-1,-1.8,-20,-10,-5,-11
O=C(CN1C(=O)NC(Cc2ccccc2)C1=O)Nc1ccc(OC(F)(F)F)cc1 (stereo not drawn),-6,2,5,-0.2,-7,9,15*,3
CC(C)(C)OC(=O)[C@H](CCCCN)NC(=O)c1nc[nH]c1C(=O)NCCCCCN,-2,11,-2,-0.8,3,-2,-1,-3
COc1ccc(C(=O)NCC(=O)OCc2ccc(Cl)cc2Cl)cc1OC,-8,5,-2,-0.7,-2,-8,2,-8
O=C(c1ccc(N2CCN(C3CC(=O)N(Cc4cccs4)C3=O)CC2)cc1)c1cccnc1 (stereo not drawn),0,-12,-2,1.7,-6,-4,-9,-5
O=C(c1ccc(-c2ccc([N+](=O)[O-])cc2)o1)N1CCCCCCC1,-2,-16,16,-1.5,-17,1,-7,49
O=S(=O)(c1ccc(C2CCCCC2)cc1)N1CCCC1,10,23,2,7.1,9,-2,4,-19
O=C1CC(c2ccc3c(c2)OCO3)c2cc3c(cc2N1)OCO3 (stereo not drawn),-4,6,-1,-1.8,-9,9,0,10
COc1cc(/C=N/NC(=Nc2ccc(C)cc2)c2nc3ccccc3s2)ccc1O,-6,-310,4,-1.6,9,5,-21,12
Cn1ccnc1C(O)c1ccccc1 (stereo not drawn),-6,9,-6,-1.1,3,0,-1,-4
COc1ccccc1NS(=O)(=O)c1ccc2c(c1)CCN2C(=O)CCC(=O)O,3,10,1,-1.1,-5,7,1,-15
OCCNCCCCOc1ccccc1F,-6,13,14,2.7,-12,0,0,-1
Cc1ccc(C(C(=O)NCC2CCCO2)N(Cc2ccccc2)C(=O)c2ccc(-c3ccccc3)[nH]2)o1 (stereo not drawn),14,-28,12,18,7,7,0,35
O=C(CSc1nc(O)cc(=O)n1-c1ccccc1)Nc1ccc(Br)cn1,7,15,2,-1.2,-4,2,-2,-16
CCCCNC(=O)N1CCc2[nH]c3ccccc3c2C1,-3,-66,4,-0.4,-6,6,0,6
O=C(NCC(c1ccco1)N1CCN(c2ccccc2)CC1)c1ccc2c(c1)OCO2 (stereo not drawn),-3,28,1,0.4,6,-2,0,-9
O=C(Nc1cccc2ccccc12)/C(Cl)=C/c1ccccc1,5,19,3,0.5,12,9,-7,14
Cn1c(/C(C#N)=C2/CCCCCN2)nc2ccccc21,-2,-35,-6,-0.3,-24,5,1,-2
O=C(CN1C(=O)S/C(=C\c2ccccc2Cl)C1=O)NC1C=CS(=O)(=O)C1 (stereo not drawn),2,8,-1,-0.8,9,3,-1,-1
O=C(NNC(=S)NC(=O)c1cccnc1)c1ccc(Cl)cc1,-1,29,-5,-1.1,11,-2,-3,-4
Cc1ccc(S(=O)(=O)CCc2nc3ccccc3[nH]2)cc1C,9,8,-9,-1.9,-12,1,-1,-1

# Looked up above:
# For SENP6 inh, O=S(=O)(c1ccc(C2CCCCC2)cc1)N1CCCC1 is entered as 9
# For PfGluPho inh, O=C(NNC(=S)NC(=O)c1cccnc1)c1ccc(Cl)cc1 is entered as -4
# For SENP7 block, O=C(CN1C(=O)S/C(=C\c2ccccc2Cl)C1=O)NC1C=CS(=O)(=O)C1 (stereo not drawn) is entered as 3
# For ATG4B inh, CCCCNC(=O)N1CCc2[nH]c3ccccc3c2C1 is entered as -3
# For PfGluPho inh, COc1cc(/C=N/NC(=Nc2ccc(C)cc2)c2nc3ccccc3s2)ccc1O is entered as 12

# Next results:
SMILES,ATG4B inh,SENP8 inh,HKDC1 inh,MPTP inh,SENP6 inh,SENP7 block,NR3A LBD binder,PfGluPho inh
Cc1nc(C(F)(F)F)c(C(=O)NC(=O)Nc2ccccc2)s1,-2,13,-9,-2.6,-13,2,-1,-16
Cn1c(=O)n(CCc2ccccc2)c(=O)c2c1nc1n2CCN1Cc1ccco1,-6,11,4,-0.3,-10,0,1,-5
CCCCCCOc1ccc(/C(C)=N/NC2=NCCN2)cc1,4,21,-3,94*,-25,-5,-3,8
COc1ccc(C(=O)NC(NC(=O)c2ccc(OC)c(OC)c2)c2ccccc2F)cc1OC,-13,8,-6,0.8,-13,4,-1,9
C[C@H]1CCC(=O)N([C@H](COc2ccccc2)Cc2ccccc2)CC1,2,2,0,1.2,-10,0,2,5
Cc1ccn2c(NC(=O)c3cccs3)c(-c3ccccc3)nc2c1,-3,4,-6,0.9,-10,1,-3,21
O=C1OCCN1CC(=O)N1CCc2c([nH]c3ccccc23)C1c1ccccn1 (stereo not drawn),0,2,12,1.2,-8,7,1,-21
CCn1c(SCC(=O)Nc2cc(C(C)(C)C)nn2-c2ccccc2)nnc1-c1cccs1,-3,-7,-2,0.5,-9,0,-1,-11
COc1ccc(NC(=O)NCCN2CCN(c3cc(OC)ccc3OC)CC2)cc1,-6,10,-4,-0.1,13,-5,2,5
CCN1CCN(c2ccc(NC(=O)c3cccc4ncccc34)cc2)CC1,-6,13,13,-0.3,3,3,-1,5
CC(NC(=O)c1ccccc1[N+](=O)[O-])C1CC2CCC1C2 (stereo not drawn),-5,17,-5,0.3,-1,-4,0,-7
C=CCNC(=S)NNC(=O)COc1c(Cl)cc(Cl)cc1Cl,-3,8,-2,0.2,7,2,-3,-4
O=C(CCCCC(=O)OCC1CCCO1)OCC1CCCO1 (stereo not drawn),-2,4,-8,-0.1,x,x,-3,8
Cc1cc(C(=O)N/N=C/c2ccc(-c3ccc(C)c(Cl)c3)o2)n[nH]1,1,-459,-10,4.4,-14,-5,15*,-6
CCC(=O)N(Cc1ccc(C)cc1)Cc1cc2cc3c(cc2[nH]c1=O)OCO3,10,-289,-1,3.2,-8,-9,-2,-23
O=C(NC1CCCC1)c1c[nH]c2ccc(F)cc2c1=O,-1,-16,1,0.4,-16,3,3,18
CC1(C)Oc2ccc3ccc(=O)oc3c2[C@@H](O)[C@H]1O,0,i,-7,-0.4,-8,-6,1,-7
CSCCC(NS(=O)(=O)c1ccccc1)C(=O)Nc1nccs1 (stereo not drawn),-7,0,7,-0.6,5,-1,0,15
Cc1ccnc(NC(=O)/C=C/c2cccs2)c1,4,-7,-13,10,86*,67*,0,1
O=C(CSc1nc(C(F)(F)F)cc(=O)[nH]1)NCc1ccc2c(c1)OCO2,2,6,3,3.0,4,4,0,-24

# Molecules from the list above containing a COOH group (2):
SMILES,ATG4B inh,SENP8 inh,HKDC1 inh,MPTP inh,SENP6 inh,SENP7 block,NR3A LBD binder,PfGluPho inh
O=C(O)c1[nH]nc2c1COc1ccccc1-2,2,15,-9,0.8,-9,10,-1,0
COc1ccccc1NS(=O)(=O)c1ccc2c(c1)CCN2C(=O)CCC(=O)O,3,10,1,-1.1,-5,7,1,-15

# Compounds as they come; any-hit rate near 6.9%.
